# GLP1R ag = GLP-1 receptor (human) agonism; P43220; HEK293 GLP-1R CRE-luciferase, luminescence, 4-6 h; cells express a hypersensitive GLP-1R form; Potency, µM (titrated, usually from 45.6 µM), without a hit: top-dose activation, actives largely listed as activators; 380,000 compounds, 0.007% hits; AID 624172; further: potency means the concentration at half of the fitted maximal effect; % of control where 0% means no effect
# PTHR1 agonist = agonists of human PTHR1 parathyroid hormone receptor; AID 743266; Potency, µM (series often up to 115 µM), for inactives: top-dose activation, hits mostly activators; HEK293 GP2 PTHR1 cells, GloSensor cAMP luminescence, 1 h; 410,000 compounds, 0.075% hits; further: potency means the concentration at half of the fitted maximal effect; nearly all actives have a fitted effect of over 55% in size; some results filed as inactive show a strong effect at the top dose; inactives centre near -15; many of its hits are not listed in these tables
# Target sequence (Q03431 whole entry, looked up): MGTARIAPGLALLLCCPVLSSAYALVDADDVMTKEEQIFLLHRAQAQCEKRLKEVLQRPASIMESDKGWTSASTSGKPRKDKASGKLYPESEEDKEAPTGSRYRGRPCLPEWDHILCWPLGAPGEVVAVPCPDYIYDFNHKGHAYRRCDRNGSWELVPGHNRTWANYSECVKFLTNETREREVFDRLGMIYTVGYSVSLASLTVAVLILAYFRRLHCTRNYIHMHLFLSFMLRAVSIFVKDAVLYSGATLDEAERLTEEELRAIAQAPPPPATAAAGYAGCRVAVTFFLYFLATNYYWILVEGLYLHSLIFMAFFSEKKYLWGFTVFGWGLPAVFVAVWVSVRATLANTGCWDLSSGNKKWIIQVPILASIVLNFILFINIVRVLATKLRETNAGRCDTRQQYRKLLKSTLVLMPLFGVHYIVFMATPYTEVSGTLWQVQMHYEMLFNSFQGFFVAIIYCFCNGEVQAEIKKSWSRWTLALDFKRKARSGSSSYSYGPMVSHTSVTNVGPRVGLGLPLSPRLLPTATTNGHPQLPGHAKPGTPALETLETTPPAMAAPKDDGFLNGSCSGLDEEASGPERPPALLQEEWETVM
#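 HEK-293-derived GP2 cells expressing PTHR1 and a GloSensor cAMP reporter, 3,000/well, plated overnight, given luciferin plus IBMX (each 0.5 mM as added) for 1 h at 37 °C, then compound for 1 h at 37 °C. Luminescence was read after 15 min at room temperature.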
# aSyn yeast inh = rescues yeast growth from alpha-synuclein toxicity; Yeast expressing alpha-synuclein, growth rescue, BacTiter-Glo, 24 h; Potency, µM (top dose mostly 46.1 µM), inactives show at the top dose growth rescue (activation), hits mostly activators; 370,000 compounds, 0.14% hits; AID 652106; further: potency means the concentration at half of the fitted maximal effect; % of control where 0% means no effect; nearly all actives have a fitted effect of over 65% in size
#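 Readout is rescue of growth in alpha-synuclein-expressing yeast, so inhibitors of toxicity appear as activators. Growth after 24 hr at 30 deg C in galactose medium is quantified by luminescence.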
# DRD3 agonist = D3 dopamine receptor (human) agonism; max activation, %; 410,000 compounds, 0.58% hits; P35462; D3R DiscoveRx beta-arrestin cells, luminescence, 90 min; in the data active means max activation above about 30%; further: 0% is about no effect; mostly tested at two doses, the higher about 12 µM
# Target sequence (P35462 whole entry, looked up): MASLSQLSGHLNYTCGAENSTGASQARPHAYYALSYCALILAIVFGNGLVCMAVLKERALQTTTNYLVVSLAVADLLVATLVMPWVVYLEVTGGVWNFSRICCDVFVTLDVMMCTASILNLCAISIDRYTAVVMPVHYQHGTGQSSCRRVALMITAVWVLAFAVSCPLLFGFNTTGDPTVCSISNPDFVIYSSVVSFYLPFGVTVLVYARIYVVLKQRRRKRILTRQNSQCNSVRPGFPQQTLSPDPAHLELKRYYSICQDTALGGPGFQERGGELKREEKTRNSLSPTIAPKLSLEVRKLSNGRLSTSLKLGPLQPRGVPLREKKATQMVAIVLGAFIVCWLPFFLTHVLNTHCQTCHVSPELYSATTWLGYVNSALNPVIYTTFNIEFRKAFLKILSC
#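 Agonist-mode cell screen: cells plated at 1500/well and incubated overnight at 37 °C, then exposed to library compounds for 90 min at 37 °C. Detection reagent was added for 30–60 min at room temperature, and luminescence was read.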
# GLP1R cytotox = cytotoxic in the GLP-1 receptor inverse agonist counter-screen; HEK293 cAMP-luciferase reporter cells, luminescence, 24 h; Potency, µM (highest dose often 38.3 µM), inactives show at the top dose activity change, negative = inhibition, usual class: inhibitors; 410,000 compounds, 0.13% hits;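 further: loss of luciferase light is scored as toxicity; potency means the concentration at half of the fitted maximal effect; on the % scale 0 is the no-effect control and ±100 the full control effect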
#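 Here, cytotoxicity is scored as loss of luminescence. The MLSMR collection was tested on cells seeded in medium containing 10% Nu serum, with a 24 hr compound exposure preceded by 12 hours of culture.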
# KB-V1 MDR tox = KB-V1 MDR subline cytotoxicity; KB-V1 MDR cells viability, CellTiter-Glo, 72 h; 400,000 compounds, 3.4% hits; Potency, µM (doses to about 46.1 µM), for inactives: at the highest dose activity change, negative = cytotoxicity, hits mostly cytotoxic; AID 1347076; further: potency means the concentration at half of the fitted maximal effect; on the % scale 0 is the no-effect control and ±100 the full control effect; nearly all actives have a fitted effect of over 60% in size
#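 KB-V1, DMEM (no phenol red) + 10% FBS; cpd pin-transferred, titration series; 72 h, 37 degrees C; CellTiter-Glo, luminescence. Data normalized, curve-fit.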
# DRD3 antagonist = blocks the human D3 dopamine receptor; max response, negative = inhibition, %; P35462; D3R cells, DiscoveRx beta-arrestin luminescence, antagonist mode; stronger effect = lower value; 360,000 compounds, 2.5% hits; in the data active means max response below about -50%; inconclusive means no clear call, values can overlap the other calls; further: on the % scale 0 is the no-effect control and ±100 the full control effect; mostly tested at two doses, the higher about 12 µM
#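 Cells expressing the human receptor were seeded at 1500 cells/well, incubated overnight at 37 degrees C in 5% CO2, then exposed to library compounds with dopamine controls for 90 minutes at 37 degrees C before luminescent detection.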
# TDP-43 yeast inh = inhibitors of TDP-43 toxicity in yeast | 410,000 compounds, 1.8% hits | TDP-43 expressing yeast growth rescue, BacTiter-Glo, 24 h | Potency, µM (top dose mostly 46.1 µM), for inactives: at the top dose growth rescue (activation), usual class: activators | AID 652104; further: potency means the concentration at half of the fitted maximal effect; % of control where 0% means no effect; nearly all actives have a fitted effect of over 50% in size
#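 In this qHTS, compounds that restore growth of yeast expressing TDP-43 appear as activators. Cells (OD600=0.02, galactose medium, raffinose-pregrown) are incubated with compound 24 hr at 30 deg C and growth is quantified by BacTiter-Glo.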
# GLP-1R inv ag = GLP-1 receptor (human) inverse agonism; 410,000 compounds, 1.6% hits; HEK293 GLP-1R CRE-luciferase, luminescence, 24 h; GLP-1R form is constitutively active; Potency, µM (titrated, usually from 38.3 µM), for inactives: top-dose activity change, negative = inhibition, actives largely listed as inhibitors; P43220; further: potency means the concentration at half of the fitted maximal effect; on the % scale 0 is the no-effect control and ±100 the full control effect; nearly all actives have a fitted effect of over 55% in size
#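 Stable HEK293 clone (constitutively active GLP-1R + cAMP-response luciferase); 200 cells/uL plated, 12 h pre-culture, compound 24 hr, 37 deg C/5% CO2; detection reagent 12 min RT; luminescence.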
# Numbers without * were called inactive; i = inactive; ? = inconclusive; . = no result given; [ ] = dose if it differs, or a comment. Unless noted, the call rests on the fitted dose curve; in most records, active means well fitted curve in the direction sought with a large enough effect; inconclusive means small, poorly fitted or top-dose-only effect, or another doubt; inactive means no such curve, though single readings can be large; an effect the other way counts as inactive or inconclusive.
SMILES,GLP1R ag,PTHR1 agonist,aSyn yeast inh,DRD3 agonist,GLP1R cytotox,KB-V1 MDR tox,DRD3 antagonist,TDP-43 yeast inh,GLP-1R inv ag
COC(=O)c1ccccc1NC(=O)c1noc2c1CC(C(C)(C)C)CC2 (stereo not given),-14%,i,-9%,-17,5%,4%,25,-18%,10%
O=C(Nn1c(-c2ccccc2)nc2ccccc2c1=O)c1ccc([N+](=O)[O-])cc1,-4%,-22%,5%,0,-4%,13%,5,3%,-4%
C=CCN1C(=O)c2ccc(C(=O)N3CCC(C(=O)OCC)CC3)cc2C1=O,-5%,-23%,5%,1,-1%,0%,9,17%,27%
COCCN1C(=O)CSCC1(C)C(=O)NCc1ccccc1 (stereo not given),.,-11%,0%,0,-5%,-5%,21,6%,4%
CCCCN(C(=O)c1cc2ccccc2o1)c1c(N)n(CC(C)C)c(=O)[nH]c1=O,1%,-14%,7%,-4,0%,1%,0,-3%,0%
COc1ccc(C(=O)C2CCCN(C3Cc4ccccc4C3)C2)c(OC)c1 (stereo not given),11%,-20%,-1%,-29,?,-17%,?,-10%,?
O=C(CN1CCN(S(=O)(=O)c2ccc(Cl)s2)CC1)NCc1ccc(Cl)cc1,-10%,-7%,?,1,6%,3.7µM*,14,?,?
CCc1ccc(C(=O)N/N=C(\C)c2cccnc2)s1,-1%,9%,1%,-3,1%,0%,4,12%,17%
COc1ccccc1-n1cnc2cc(C(=O)N3CCOCC3)ccc21,2%,-3%,-5%,-1,-17%,9%,0,-6%,6%
COc1ccc(-c2cc(C(F)(F)F)nc(SCC(=O)NCc3cnn(C)c3C)n2)cc1OC,-1%,i,6%,0,16%,9.2µM*,-6,-4%,47%[activator]
COc1ccc(C(=O)NC(=S)Nc2cc3oc4ccccc4c3cc2OC)cc1,6%,-4%,4%,31*,3%,16%,35,-19%,9%
CCOc1ccc(C(C)(C)C)cc1S(=O)(=O)n1nc(C)cc1C,1%,-18%,9%,-1,-25%,-32%,-50*,2%,?
COc1ccccc1CN(C)CC(=O)NC1CCCc2ccccc21 (stereo not given),13%,i,8%,-11,-2%,0%,5,-14%[9.22 µM],?
Cc1cccc(NC(=O)Nc2ccc3c(c2)CCC3)c1,-5%,-10%,1%,4,-5%,2%,17,18%,9%
COc1cccc(NC(=O)CC(C)S(=O)(=O)c2ccc3c(c2)NC(=O)CO3)c1 (stereo not given),.,?,.,2,3%,8%,.,9%,-8%
CCCOc1ccc(-c2c(C(=O)N/N=C/c3ccccc3)nnn2-c2nonc2N)cc1,-16%,-16%,0%,10,-17%,-5%,15,5%,-13%
Cc1cccc(N(Cc2cc3ccccc3[nH]c2=O)C(=O)c2ccco2)c1C,-11%,i,1%,10,-5%,8%,12,-1%,-2%
Cc1ccc(C(=O)OCC(=O)N(C)C2CCS(=O)(=O)C2)cc1S(=O)(=O)N1CCCCC1 (stereo not given),2%,-12%,-7%,-8,-10%,0%,1,-6%,1%
O=[N+]([O-])c1ccc(N2CCN(C(=S)Nc3ccc(F)cc3)CC2)cc1,5%,-90%[inhibitor],-5%,-2,-29%,?,-12,7%,-15%
CC(=O)ONC(=Nc1ccccc1)c1nonc1N,9%,23%,0%,-16,11%,?,7,-24%[1.82 µM],10%

# Rewritten with bars between the fields: three of the compounds above.
molecule | GLP1R ag | PTHR1 agonist | aSyn yeast inh | DRD3 agonist | GLP1R cytotox | KB-V1 MDR tox | DRD3 antagonist | TDP-43 yeast inh | GLP-1R inv ag
CC(=O)ONC(=Nc1ccccc1)c1nonc1N | 9% | 23% | 0% | -16 | 11% | ? | 7 | -24%[1.82 µM] | 10%
CCCCN(C(=O)c1cc2ccccc2o1)c1c(N)n(CC(C)C)c(=O)[nH]c1=O | 1% | -14% | 7% | -4 | 0% | 1% | 0 | -3% | 0%
Cc1ccc(C(=O)OCC(=O)N(C)C2CCS(=O)(=O)C2)cc1S(=O)(=O)N1CCCCC1 (stereo not given) | 2% | -12% | -7% | -8 | -10% | 0% | 1 | -6% | 1%

# Next results follow:
SMILES,GLP1R ag,PTHR1 agonist,aSyn yeast inh,DRD3 agonist,GLP1R cytotox,KB-V1 MDR tox,DRD3 antagonist,TDP-43 yeast inh,GLP-1R inv ag
COc1ccc(S(=O)(=O)c2c(C(=O)c3ccc(C)c(C)c3)cnc3ccc(C)cc23)cc1,.,i,.,0,2%,-5%,.,0%,?
COc1ccc(NC(=O)Cn2c(=O)oc3cc(S(=O)(=O)NC(C)C)ccc32)cc1OC,.,-15%,.,-6,-31%,14%,.,-19%,64%[activator]
O=C1OCC2=C1C(c1ccc(Cl)cc1)c1cc3c(cc1O2)OCO3 (stereo not given),7%,i,12%,-3,?,23µM*,11,-12%,?
CCOCC(=O)Nc1ccc(S(=O)(=O)NCCc2ccccc2)cc1,12%,-10%,2%,-7,2%,?,19,4%,-21%
CC1(C)NC(=O)N(CC(=O)N2CCN(S(=O)(=O)c3ccccc3F)CC2)C1=O,0%,i,-12%,0,2%,0%,0,11%,-14%
Cc1ccsc1C(=O)N/N=C/c1ccc([N+](=O)[O-])cc1,5%,-2%,2%,-2,-2%,5%,-4,15%,29%
CC12CCC(C(=O)Nc3ccccc3)(C/C1=N\O)C2(C)C (stereo not given),6%,-18%,5%,4,9%,-1%,-14,13%,0%
COc1ccc(NC(=O)Cc2cccs2)c(OC)c1,-9%,-3%,-2%,-1,-1%,4%,-24,16%,11%
O=C(CCCC(=O)OCC(Cl)=C(Cl)Cl)Nc1cccc2ccccc12,8%,-29%,-5%,-7,-13%[1.53 µM],-4%,3,20%,?
CC1(C)Cc2c(sc3nc(SCC(=O)O)[nH]c(=O)c23)CO1,-6%,i,4%,15,-1%,5%,-5,-27%,-11%
Cc1ccc(NC(=O)/C(=C/c2cccs2)NC(=O)c2ccco2)c(C)c1,0%,-5%,7%,1,-12%,-5%,5,0%,9%
Cc1ccc(-n2nnc(C(=O)Nc3cc(F)ccc3F)c2C)cc1F,.,-13%,.,5,-6%,-1%,.,9%,26%
COc1cccc(CNC(=O)CCC(=O)N2CC3CCCN3c3ccccc32)c1 (stereo not given),.,-22%,.,0,15%,22%,.,?,-17%
O=C(NCC1c2ccccc2CCN1C(=O)CN1CCOCC1)C1CCCCC1 (stereo not given),-3%,i,0%,-15,8%,-13%,-20,-7%,31%[activator]
O=C(CCc1nnc(CCCCc2ccccc2)o1)N1CCN(CCO)CC1,7%,-14%,-1%,-4,-1%,11%,-10,-6%,-6%
CC/C(=C/c1sc2ccc(C)cc2[n+]1CCO)SC,7%,i,-4%,-2,-4%,-1%,-7,-6%[9.22 µM],14%
C=C(C)CNC(=O)C1CCC(=O)N(CCCc2ccccc2)C1 (stereo not given),0%,i,3%,1,5%,22%,20,?,-4%
COCCNc1nc2nonc2nc1NC(C)c1ccccc1Cl (stereo not given),-3%,i,9%,3,-24%,27%,10,18%,-29%
Cc1ccc(C(=O)OCn2ncc(Cl)c(Cl)c2=O)cc1,-14%,-32%[inhibitor],-33%[inhibitor],-8,?,?,-51*,3.2µM*,?
CC(C(=O)NCC1CCCO1)N(C(=O)c1snc(C(N)=O)c1N)c1cccc(F)c1 (stereo not given),-1%,-14%[57.5 µM],-5%,12,-5%,12µM*,11,-27%,0%
COc1ccc(Nc2nc(Nc3ccc(OC)cc3OC)nc(N3CCN(C)CC3)n2)c(OC)c1,8%,-22%,4%,3,33%,-19%,-22,4%,4%
COc1ccc(C(=O)N2CCN(c3ccc(NC(=O)c4ccco4)cc3)CC2)cc1,-8%,-12%,-1%,6,-2%,.,4,29%,17%
Cc1ccc(NC(=S)N2CCC(c3ccccc3)C2)c(Cl)c1 (stereo not given),5%,-32%,10%,-14,?,-1%,1,7%,?
Cn1c2c(c(=O)n(C)c1=O)CN(CCCN1CCOCC1)CN2,-11%,i,-3%,-4,2%,?,-10,8%,-5%
CCC(=O)N(CCO)Cc1cc2ccc(C)c(C)c2[nH]c1=O,1%,-2%[57.5 µM],-1%,4,-13%,1%,24,-10%,-8%
Cn1c(SCC(=O)N2CCCc3ccccc32)nc2cccnc21,-5%,-11%[57.5 µM],-1%,4,2%,?,-16,?,2%
O=C(CSc1ncn[nH]1)N1CCN(S(=O)(=O)c2ccc(Cl)cc2)CC1,-3%,-3%,7%,26,2%,31%,25,-11%,1%
COc1cccc(C(=O)NCC(=O)OCc2ccc(F)cc2Cl)c1,9%,i,6%,3,32%[activator],1%,6,3%,4%
Cc1ccc(NC(=O)NNC(=O)COc2ccc([N+](=O)[O-])cc2)cc1C,-35%[inhibitor],i,0%,-28,9%,.,-17,-31%[inhibitor],?
CC(C)(C)NC(=O)NC(=O)COC(=O)CCC1CCCC1,3%,i,17%,4,-16%,0%,-2,3%,-34%
CC(C)(C)N(Cc1ccccc1)C(=O)CSc1ncn[nH]1,7%,-3%,-4%,1,-2%,0%,5,-23%,3%
O=C(Nc1ccc(O)cc1)c1ccc2c(c1)C(=O)N(Cc1ccco1)C2=O,1%,-23%,-12%,-4,8%,26%,0,-5%,7%
Cc1cccc(C)c1NC(=O)CNCC(=O)N(C)C,0%,-11%,0%,3,4%,0%,6,15%,20%
Cc1cc(NCCCN2CCOCC2)n2ncc(-c3ccccc3)c2n1,1%,-11%,1%,-2,-8%,-3%,-7,-1%,?
COc1cc(/C=C2/NC(=O)N(Cc3ccccc3F)C2=O)ccc1Oc1ccc([N+](=O)[O-])cn1,3%,-28%,-16%,5,-3%,-11%,14,11%,13%
CC(=O)N(c1ccc2oc(=O)sc2c1)S(=O)(=O)c1cccc2cccnc12,0%,-23%,6%,-2,12%,?,-29,11%,?

# Assay outcomes (PubChem BioAssay)

# An excerpt. The share of hits here may be higher or lower than overall.
